From PubChem
Apoferritin bind: qHTS Assay for Identification of Novel General Anesthetics; Ferritin light chain (Equus caballus), P02791; apoferritin/1-aminoanthracene competitive binding, fluorescence; Potency, µM (titrated, usually from 77.5 µM), inactives show at the top dose activity change, negative = displacement, actives largely listed as inhibitors; 0.074% of 350,000 active; AID 485281, 2010; note: potency is the fitted concentration of half-maximal effect; % is set by controls: 0 for no effect and ±100 for the full control effect; nearly all actives have a fitted effect of over 20% in size
Target sequence (P02791 2-175 limits assumed): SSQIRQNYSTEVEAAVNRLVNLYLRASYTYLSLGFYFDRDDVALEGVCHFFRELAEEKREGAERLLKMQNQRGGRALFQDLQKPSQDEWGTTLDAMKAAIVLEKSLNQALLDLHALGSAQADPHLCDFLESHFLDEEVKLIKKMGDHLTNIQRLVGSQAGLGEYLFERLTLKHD
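Read-out: endpoint 1-AMA fluorescence, excitation 380 nm and emission 535 nm, after compounds sit 10 min at room temperature with 10 uM horse-spleen apoferritin in 50% saturated 1-AMA/PBS. Values come from four-parameter Hill fits.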
TRHR ag: qHTS for Small Molecule Agonists and Allosteric Enhancers of Human TRH Receptor: Primary Screen for Agonists | Thyrotropin-releasing hormone receptor (Homo sapiens), P34981 | TRHR cells, calcium flux fluo-8, FDSS agonist mode | activation, % at 2 µM | 0.18% of 360,000 active | AID 493084, 2011; in the data active = activation above about 30%; note: 0% is about no effect
Target sequence (P34981 whole entry, looked up): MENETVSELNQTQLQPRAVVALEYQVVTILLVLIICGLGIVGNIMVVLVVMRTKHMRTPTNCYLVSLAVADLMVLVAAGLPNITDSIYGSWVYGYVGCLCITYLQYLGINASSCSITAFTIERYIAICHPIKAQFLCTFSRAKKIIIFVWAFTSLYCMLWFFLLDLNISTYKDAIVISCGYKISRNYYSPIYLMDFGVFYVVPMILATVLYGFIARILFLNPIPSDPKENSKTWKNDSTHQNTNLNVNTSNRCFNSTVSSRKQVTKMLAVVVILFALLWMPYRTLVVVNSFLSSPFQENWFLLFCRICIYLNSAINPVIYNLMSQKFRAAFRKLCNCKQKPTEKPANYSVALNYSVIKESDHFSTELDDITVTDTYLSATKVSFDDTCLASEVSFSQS
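Fluo-8-loaded TRHR cells; 10 s baseline, compound added, kinetic Ca2+ fluorescence read 1/s, agonist mode.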
D1 agonist: Allosteric Agonists of the Human D1 Dopamine Receptor: qHTS. HEK293 T-REx D1 cells, calcium flux, agonist mode. AID 504660, 2011. 1% of 360,000 active. D(1A) dopamine receptor (Homo sapiens), P21728. activation, % at 2 µM; in the data active = activation above about 30%; note: 0% is about no effect
Target sequence (P21728 whole entry, looked up): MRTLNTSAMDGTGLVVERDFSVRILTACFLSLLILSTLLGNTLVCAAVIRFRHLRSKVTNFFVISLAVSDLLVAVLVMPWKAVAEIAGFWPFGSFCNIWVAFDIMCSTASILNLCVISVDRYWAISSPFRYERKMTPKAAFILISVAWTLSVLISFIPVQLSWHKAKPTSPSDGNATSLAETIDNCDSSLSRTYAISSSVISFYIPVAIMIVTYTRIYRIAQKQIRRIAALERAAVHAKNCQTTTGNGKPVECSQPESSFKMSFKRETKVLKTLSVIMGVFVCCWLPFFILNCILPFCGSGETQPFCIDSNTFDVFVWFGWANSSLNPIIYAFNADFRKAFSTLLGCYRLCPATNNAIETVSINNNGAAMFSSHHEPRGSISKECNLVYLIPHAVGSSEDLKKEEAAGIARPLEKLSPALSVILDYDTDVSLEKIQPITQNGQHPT
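Inducible HEK293 T-REx D1 cells, force-coupled to calcium signalling, were plated at 4000 cells/well with tetracycline and held overnight at 30 C. After no-wash calcium dye loading, compound-evoked calcium rise over 180 s flagged agonists.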
RXFP1 antagonist: qHTS Assay for Antagonists of the Relaxin Receptor RXFP1 | activity change, negative = inhibition, % at 57.5 µM | 0.59% of 350,000 active | Relaxin receptor 1 (Homo sapiens), Q9HBX9 | HEK293-RXFP1, relaxin-stimulated cAMP HTRF, 30 min; stronger effect = lower value;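 active = activity change of -60% or lower, but not beyond a set lower limit; inconclusive = change between -60% and -40%, or beyond the set limit; inactive = change above -40%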; note: % is set by controls: 0 for no effect and ±100 for the full control effect
D1 PAM: Potentiators of Human D1 Dopamine Receptor: qHTS; 0.036% of 360,000 active; potentiation, % at 10 µM; HEK293 TREx D1 cells, calcium flux, dopamine EC20 potentiation; in the data active = potentiation above about 30%; note: 0% is about no effect
TRHR PAM: qHTS for Small Molecule Agonists and Allosteric Enhancers of Human TRH Receptor: Primary Screen for Enhancers | enhancement, % at 2 µM | TRHR cells, fluo-8 calcium fluorescence, EC20 TRH enhancement | AID 493056, 2011 | 0.66% of 360,000 active; in the data active = enhancement above about 30%; note: 0% is about no effect
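Enhancer read-out: after compound pinning and an initial kinetic agonist-mode read, an EC20 of TRH (10 nM final) was injected and fluo-8 calcium signal (Ex 480/Em 530) followed at 1 s/cycle for 100 cycles in TRHR-expressing cells.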
D1 antagonist: Antagonist of Human D 1 Dopamine Receptor: qHTS; D(1A) dopamine receptor (Homo sapiens), P21728; HEK293 TREx D1 cells, calcium flux, dopamine EC80; stronger effect = lower value; activity change, negative = inhibition, % at 10 µM; 3.2% of 360,000 active; AID 504652, 2011; in the data active = activity change below about -30%; note: % is set by controls: 0 for no effect and ±100 for the full control effect
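After overnight tetracycline induction at 30 C, force-coupled D1 HEK293 cells took up a no-wash calcium dye at room temperature. Compounds were added and monitored 180 s, and the response to EC80 dopamine was then recorded.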
D2 potentiator: HTS Assay for Positive Allosteric Modulators of the Human D2 Dopamine Receptor: Primary Screen for Potentiators; HEK293 T-REx D2, calcium flux, EC20 dopamine potentiation; 0.34% of 340,000 active; D(2) dopamine receptor (Homo sapiens), P14416; potentiation, % at 10 µM;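 active = potentiation over 3 SD above the plate norm, cut at about 30% in these data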; note: 0% is about no effect
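Primary screen. Calcium kinetics in induced HEK293 T-REx D2 cells: compound pre-addition 180 s, EC20 dopamine, 180 s more.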
RXFP1 ag: qHTS Assay for Agonists of the Relaxin Receptor RXFP1; HEK293T-RXFP1 cAMP TR-FRET, 30 min; response scale: percent of porcine relaxin response, buffer zero; Potency, µM (top dose mostly 57.5 µM), inactives show top-dose activation, usual class: activators; AID 2676, 2010; 0.3% of 370,000 active; note: potency is the fitted concentration of half-maximal effect; % is set by controls: 0 for no effect and ±100 for the full control effect; nearly all actives have a fitted effect of over 60% in size; many of its hits are not listed in these tables
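cAMP rise read by TR-FRET after 30 min, 37C compound exposure (up to 58 uM) in RXFP1-transfected HEK293 cells with Ro 20174 present. EC50 from Hill-equation fits, with 29 nM porcine relaxin as 100% and buffer as basal.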
* hit, by the source's call; ? = inconclusive; / = no result given; & = joins results of further samples; [ ] = another dose, or the depositor's remark. Unless noted, calls come from the whole dose curve; as a rule, active = well fitted curve in the direction sought with a large enough effect; inconclusive = small, poorly fitted or top-dose-only effect, or another doubt; inactive = no such curve, though single readings can be large; an effect the other way counts as inactive or inconclusive.

SMILES | Apoferritin bind | TRHR ag | D1 agonist | RXFP1 antagonist | D1 PAM | TRHR PAM | D1 antagonist | D2 potentiator | RXFP1 ag
Cc1cccc2c1c1ccc3c(c1n2C)C(=O)C=CC3=O | -1% | 0.8 | 1 | -17 | 0 | -6 | 3 | 1 | 1.4%
Nc1c(-c2nc(-c3ccc(Cl)cc3)cs2)c2ccccn2c1C(=O)c1ccc2c(c1)OCO2 | -7% | 0.6 | 1 | 8 | 3 | 2 | 14 | 2 | -1.9%
CN(C)S(=O)(=O)c1ccc2c(c1)C(=O)c1cc(S(=O)(=O)N(C)C)ccc1CC2 | / | 0.0 | -1 | / | -5 | -6 | / | 5 | -0.8%
Cn1c(=O)oc2cc(S(=O)(=O)N3CCC(C(=O)NCc4ccc(F)cc4)CC3)ccc21 | -2%&-3% | -0.1&-0.4 | 0&1 | / | -1 | 1&4 | -14&-22 | 3&-3 | 3.8%&1.3%
O=C1C(c2ccc(F)cc2)N(C2CCCCC2)C(=O)CN1C1CCCC1 (centres undefined) | -11% | -0.7 | 1 | 2 | -4 | -2 | -1 | -12 | 0.3%
CC(C)(C)n1nnnc1C(c1ccncc1)N1CCCCCC1 (centres undefined) | -11% | -0.8 | 0 | 9 | -4 | 4 | -10 | 12 | 2.2%
NC(=O)Nc1ccccc1C(=O)NCCc1ccccc1 | 6% | -0.2 | 8 | -2 | -1 | 2 | 6 | 15 | -5.0%
Cc1cccc(NC(=O)CSc2nc3ccc(NC(=O)COc4ccc(Cl)cc4)cc3s2)c1 | 6% | 2.3 | 11 | / | -1 | 4 | -32* | 17 | -1.8%
O=C(/C=C\c1ccccc1)NC1CC(=O)N(c2ccccc2)C1 (centres undefined) | -4% | -0.1 | 0 | 3 | -2 | 3 | / | 0 | 1.1%
Cc1ccc(/C=N\NC(=O)/C(=C\Nc2nccc(C)n2)NC(=O)c2ccccc2)cc1 | -18% | -0.3 | 0 | -7 | -2 | -4 | -3 | -2 | -1.1%
Cc1ccc(C2SCC(C(=O)O)N2C(=O)c2ccc(F)cc2)cc1 (centres undefined) | -6% | 0.4 | 1 | / | -4 | -7 | -11 | 2 | 3.2%
Cc1nnc(SCC(=O)NCCc2ccccc2)s1 | -5% | 0.0 | 1 | 10 | 2 | -6 | -21 | 4 | 0.8%
NS(=O)(=O)c1ccc(CNC(=O)CSc2ccccc2)cc1 | -8% | 0.6 | 4 | -1 | 3 | 8 | 5 | -11 | 0.7%
CCc1cccc(NC(=O)C2CCCN(S(=O)(=O)c3cccnc3)C2)c1 (centres undefined) | -10% | -0.8 | 6 | -13 | -14 | -11 | 8 | -15 | 1.4%
Cc1ccc(F)c(NC(=O)/C(C#N)=C(\O)c2ccc(C(C)(C)C)cc2)c1 | -14% | 0.1 | 1 | -20 | -3 | -5 | -16 | -3 | 1.5%
CCCn1c(SCC(=O)Nc2ccc(Cl)cc2)n[nH]c1=O | -5% | -0.2 | 2 | -4 | 7 | -3 | 3 | 6 | -0.6%
O=C(NCc1ccccc1)c1ccc(C(=O)N(C2CCCCC2)C2CCCCC2)cc1 | -10% | -1.3 | 3 | -3 | 13 | -10 | 6 | / | -1.5%
O=C(N/N=C/c1cc(Br)cs1)C(O)c1ccccc1 (centres undefined) | -8% | -0.2 | -1 | -13 | -4 | 1 | -1 | 1 | -1.2%
Cc1noc(/C=C/NCc2cccnc2)c1S(=O)(=O)N(C)CC(=O)N1CCc2ccccc21 | -2% | -0.6 | -2 | -12 | / | -12 | -18 | -8 | -0.4%
COc1ccc(-c2nc(CS(=O)CC(=O)NCC3CCCO3)c(C)o2)cc1 (centres undefined) | -10% | 0.0 | -1 | 0 | -6 | -3 | 6 | -10 | 2.6%
Cc1ccc(N2CC(NC(=O)c3cc4ccccc4o3)CC2=O)cc1 (centres undefined) | 0% | -0.3 | -5 | -11 | -3 | -2 | / | 3 | 2.6%
Cc1cc2nncn2c2ccccc12 | -9% | -0.5 | 1 | 5 | -3 | -2 | 11 | -6 | -1.9%
O=C(Nc1nc2ccc(F)cc2s1)Oc1ccccc1 | -5% | 1.3 | 5 | -14 | -5 | -4 | 3 | / | 0.6%
CC(=O)NC(CC(=O)O)c1ccc(F)cc1 (centres undefined) | -1% | -0.2 | 0 | -13 | -7 | 0 | -15 | 7 | -0.5%
CCCCNS(=O)(=O)c1ccc(NC(=O)c2c(-c3ccccc3)noc2C)cc1 | -11% | -0.5 | 27 | -3 | -7 | -2 | -19 | / | 1.8%
O=C(NCCCN1CCOCC1)C1CCN(S(=O)(=O)c2cccc(Cl)c2Cl)CC1 | / | -0.2 | 1 | -5 | -4 | 7 | -6 | 1 | -0.8%
CCc1ccc(NC(=O)CSc2nc3cc(C(=O)OC)ccc3c(=O)n2Cc2ccco2)cc1 | -12% | 1.3 | 3 | 5 | -3 | -7 | -4 | 7 | 3.1%
C=CCSc1nnc(CSc2nc3sc4c(c3c(=O)[nH]2)CCCC4)n1-c1ccccc1 | ? | 0.1 | 1 | / | 2 | -1 | 7 | -6 | 3.4%
COc1ccc(N2C(=O)[C@@H]3C(c4cccnc4)=NO[C@@H]3C2=O)cc1 | -9% | 0.5 | 6 | -3 | -3 | -5 | 5 | -7 | -6.8%
CCn1c(=O)c(C2=NS(=O)(=O)c3ccccc3N2)c(O)c2ccccc21 | -5% | -0.9 | 0 | / | 1 | 15 | 2 | -4 | 8.6%

Quoted at random: two compounds from above
SMILES | Apoferritin bind | TRHR ag | D1 agonist | RXFP1 antagonist | D1 PAM | TRHR PAM | D1 antagonist | D2 potentiator | RXFP1 ag
Cc1noc(/C=C/NCc2cccnc2)c1S(=O)(=O)N(C)CC(=O)N1CCc2ccccc21 | -2% | -0.6 | -2 | -12 | / | -12 | -18 | -8 | -0.4%
CCn1c(=O)c(C2=NS(=O)(=O)c3ccccc3N2)c(O)c2ccccc21 | -5% | -0.9 | 0 | / | 1 | 15 | 2 | -4 | 8.6%

(list continues)
SMILES | Apoferritin bind | TRHR ag | D1 agonist | RXFP1 antagonist | D1 PAM | TRHR PAM | D1 antagonist | D2 potentiator | RXFP1 ag
Cc1ccc(S(=O)(=O)N2CCCCC2)cc1NC(=O)Cc1c[nH]c2ccccc12 | -15% | 0.5 | 3 | -17 | -11 | 16 | -16 | -4 | -0.8%
O=C(NCc1cccnc1)C(=O)NCC1OCCN1S(=O)(=O)c1ccc(Cl)cc1 (centres undefined) | -14% | -0.2 | 1 | -7 | -6 | -1 | -9 | 2 | 1.0%
CCOC(=O)CNS(=O)(=O)Cc1ccccc1 | / | 0.4 | 4 | / | -3 | -3 | 9 | 27 | -0.6%
CN(C(=O)c1ccncc1)C1CCS(=O)(=O)C1 (centres undefined) | -10% | 0.2 | 0 | -11 | -7 | -2 | 10 | 1 | 0.5%
CNC(=O)c1cc(NC(=O)CCn2nc(-c3ccc(C)cc3)c3ccccc3c2=O)ccc1OC | -4% | -2.1 | 4 | -17 | -16 | -3 | -27 | 2 | 3.8%
CCOC(=O)C1=C(C)N=c2s/c(=C\c3cccc(OCC(=O)O)c3)c(=O)n2C1c1ccccc1 (centres undefined) | -20% | 0.5 | 2 | -11 | 6 | -1 | 12 | 11 | 0.1%
Cc1ccc(C)c2[nH]c(=O)c(CCNC(=O)c3cc4ccccc4o3)cc12 | 5% | 0.1 | -1 | / | 2 | -5 | 8 | 11 | 5.8%
O=C(NCC(c1ccco1)N1CCCC1)c1cc2ccccc2s1 (centres undefined) | / | 1.6 | 5 | -2 | -3 | -8 | -6 | -22 | -2.7%
CC(C)c1ccc(N(C(=O)CNC(=O)c2ccco2)C(C(=O)NC2CCCC2)c2cccnc2)cc1 (centres undefined) | 3% | -0.5 | 1 | -8 | -6 | -2 | 1 | -8 | -2.2%
Cc1cc(C)c(NC(=O)CSc2nc3ncc(Cl)cc3[nH]2)c(C)c1 | -9% | -0.3 | 2 | -4 | -4 | -4 | 1 | -2 | 5.2%
COc1cccc(NC(=O)CN(C)C(=O)CC2Sc3ccccc3NC2=O)c1 (centres undefined) | / | 0.4 | 0 | -3 | 5 | 6 | -10 | 12 | -0.9%
CC(C)CC(NC(N)=O)C(=O)NCc1ccccc1Cl (centres undefined) | -9% | -0.2 | 1 | 1 | 0 | -2 | 0 | 38* | -4.1%
C/C(Cn1nnc([N+](=O)[O-])n1)=N\NC(=O)c1ccc(O)cc1O | -10% | -0.1 | 1 | -3 | 3 | 6 | -7 | 3 | -1.6%
COCC(=O)Nc1ccccc1NC(C)=O | -4% | 0.2 | 0 | 3 | -4 | 8 | 0 | 0 | 0.0%
COc1cc(NC(=O)Cn2c([N+](=O)[O-])cnc2C)c(OC)cc1Cl | -4% | 0.0 | 0 | -3 | 1 | -9 | 6 | 3 | -2.9%
CCc1cc[n+](C2=C([O-])c3ccccc3C(=O)/C2=N\S(=O)(=O)c2cccs2)cc1 | -10% | 0.6 | 2 | 3 | -5 | 0 | -26 | 1 | -0.1%
Cc1cc(C)n(-c2nc(-c3ccccc3)cs2)n1 | 5% | 0.0 | 1 | -6 | -5 | -5 | 0 | / | 1.6%
CCOC(=O)C(=O)NNc1ccc(F)cc1 | 36%[activator] | -0.7 | 4 | -3 | -1 | 5 | 3 | 7 | -4.4%
COc1ccc2[nH]c3c(c2c1)CCN1C(=O)N([C@@H](C)C(=O)NCc2c(F)cccc2Cl)C(=O)[C@]31C | -13% | -0.6 | 0 | / | 0 | 0 | 0 | -5 | 0.6%
COc1cccc(/C=C/C(=O)NCCc2ccc3c(c2)OCCO3)c1 | -14% | -1.1 | 12 | -4 | -7 | 4 | -10 | -11 | 0.0%
CCN(C(=O)Cn1nc(C)c([N+](=O)[O-])c1C)C1CCS(=O)(=O)C1 (centres undefined) | / | 1.3 | 2 | 0 | -10 | 1 | -17 | 2 | -0.2%

In the list so far, two contain a tert-butyl group:
SMILES | Apoferritin bind | TRHR ag | D1 agonist | RXFP1 antagonist | D1 PAM | TRHR PAM | D1 antagonist | D2 potentiator | RXFP1 ag
CC(C)(C)n1nnnc1C(c1ccncc1)N1CCCCCC1 (centres undefined) | -11% | -0.8 | 0 | 9 | -4 | 4 | -10 | 12 | 2.2%
Cc1ccc(F)c(NC(=O)/C(C#N)=C(\O)c2ccc(C(C)(C)C)cc2)c1 | -14% | 0.1 | 1 | -20 | -3 | -5 | -16 | -3 | 1.5%

An excerpt. The share of hits here may be higher or lower than overall.
